Screening data from PubChem.
CHRM4 antagonist = human M4 muscarinic receptor antagonists, primary screen, CHO cells, Fluo-8 calcium fluorescence | Muscarinic acetylcholine receptor M4 (Homo sapiens), P08173 | CHO-hM4 cells, ACh EC80 | inhibition, % at 3 µM | 360,000 compounds, 0.73% hits;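 active = inhibition above its plate's cutoff, the mean inhibition of sample wells plus 3 SD, cut at about 27% in these data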;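 note: 0% = acetylcholine EC80 with DMSO and 100% = DMSO without agonist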
Target sequence (P08173 whole entry, looked up): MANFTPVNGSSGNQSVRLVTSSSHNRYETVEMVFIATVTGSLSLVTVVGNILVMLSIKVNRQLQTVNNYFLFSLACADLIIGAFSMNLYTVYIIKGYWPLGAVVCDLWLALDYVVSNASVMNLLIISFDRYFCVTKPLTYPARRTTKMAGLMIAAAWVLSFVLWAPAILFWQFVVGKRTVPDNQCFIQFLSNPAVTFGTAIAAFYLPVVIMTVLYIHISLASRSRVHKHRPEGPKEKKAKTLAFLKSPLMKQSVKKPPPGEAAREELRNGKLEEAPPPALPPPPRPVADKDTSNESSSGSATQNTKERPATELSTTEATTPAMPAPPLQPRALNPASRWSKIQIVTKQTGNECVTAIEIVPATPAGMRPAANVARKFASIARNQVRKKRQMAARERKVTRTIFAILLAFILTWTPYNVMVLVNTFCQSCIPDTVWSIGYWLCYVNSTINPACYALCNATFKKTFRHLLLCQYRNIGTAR
CRFBP-R2 agonist = agonists of CRF-BP/CRF-R2 complex, primary screen, cell-based, HEK293, calcium dye fluorescence, uHTS | CRF-binding protein / CRF receptor 2 complex (human) | calcium dye fluorescence (FLIPR); percent of saturating CRF peptide response | activation, % at 13.2 µM | 350,000 compounds, 0.46% hits | AID 588473, 2011;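 active = activation of at least 50%, plus an integration ratio under a set limit after plate pattern correction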;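 note: plate controls were neutral control wells without compound for no effect and CRF at EC100 for full effect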
M5 ag = human M5 muscarinic receptor agonists, primary screen, CHO-K1 cells, Fluo-8 calcium fluorescence | CHO-K1 hM5 cells; 0% DMSO wells, 100% maximal acetylcholine response | 360,000 compounds, 0.19% hits | activation, % at 3 µM;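 active = activation above the run's mean over test compounds plus 3 SD, cut at about 23% in these data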;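 note: signal is peak over basal fluorescence ratio across the kinetic read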
M4 PAM = human M4 muscarinic receptor positive allosteric modulators, primary screen, CHO-K1 cells, Fluo-8 calcium fluorescence | AID 624126, 2012 | Muscarinic acetylcholine receptor M4 (Homo sapiens), P08173 | 360,000 compounds, 0.4% hits | CHO-K1 hM4/Gqi5, ACh EC20; 0% = ACh EC20, 100% = maximal ACh | activation, % at 3 µM;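 active = activation above its plate's cutoff, the mean activation of sample wells plus 3 SD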; note: some results filed as inactive read as strong as hits
CHRM5 PAM = human M5 muscarinic receptor positive allosteric modulators, primary screen, CHO-K1 cells, Fluo-8 calcium fluorescence; Muscarinic acetylcholine receptor M5 (Homo sapiens), P08912; CHO-K1 hM5, ACh EC20 PAM; 0% = ACh EC20, 100% = ACh EC100; activation, % at 3 µM; 360,000 compounds, 0.3% hits; AID 624038, 2012;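 active = activation above the run cutoff, the mean activation of all test compounds plus 3 SD, cut at about 18% in these data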
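system = human M5 receptor in CHO-K1 cells | compound = one concentration, 3 µM final (nominal) | schedule = Post-acetylcholine fluorescence recording 140 s | signal = Fluo-8 calcium dye fluorescence, kinetic read | benchmarks = low control EC20 acetylcholine (0%), high control EC100 acetylcholine (100%) | repeats = singlicate, one well per test compound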
CHRM1 PAM = human M1 muscarinic receptor positive allosteric modulators, primary screen, CHO-K1 cells, Fluo-8 calcium fluorescence, 1536-well. Muscarinic acetylcholine receptor M1 (Homo sapiens), P11229. CHO-K1 hM1, ACh EC20; 0% = ACh EC20, 100% = maximal ACh. activation, % at 3 µM. 360,000 compounds, 0.088% hits; in the data active = activation above about 19%, passing the limit was not always enough
Target sequence (P11229 whole entry, looked up): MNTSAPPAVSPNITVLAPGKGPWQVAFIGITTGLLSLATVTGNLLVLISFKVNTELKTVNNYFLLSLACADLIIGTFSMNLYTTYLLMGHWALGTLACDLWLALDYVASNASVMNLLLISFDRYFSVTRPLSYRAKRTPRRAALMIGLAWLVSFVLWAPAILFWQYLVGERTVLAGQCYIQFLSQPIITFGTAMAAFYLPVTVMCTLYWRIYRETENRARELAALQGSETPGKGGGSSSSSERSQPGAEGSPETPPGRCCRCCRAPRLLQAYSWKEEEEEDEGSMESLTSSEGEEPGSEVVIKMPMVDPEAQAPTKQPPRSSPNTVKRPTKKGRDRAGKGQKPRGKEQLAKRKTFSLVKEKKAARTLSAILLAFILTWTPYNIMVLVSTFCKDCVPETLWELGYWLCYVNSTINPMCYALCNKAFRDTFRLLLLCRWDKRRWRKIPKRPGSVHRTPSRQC
CHRM4 agonist = human M4 muscarinic receptor agonists, primary screen, CHO-K1 cells, Fluo-8 calcium fluorescence. Muscarinic acetylcholine receptor M4 (Homo sapiens), P08173. CHO-K1 hM4/Gqi5; vehicle 0%, full acetylcholine response 100%. activation, % at 3 µM. 360,000 compounds, 0.14% hits;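 active = activation above the run mean over all test wells plus 3 SD, cut at about 32% in these data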;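 note: peak over basal fluorescence ratio per well then scaled between controls; 0% = DMSO wells and 100% = acetylcholine at EC100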
M5 antag = human M5 muscarinic receptor antagonists, primary screen, CHO cells, Fluo-8 calcium fluorescence; AID 624040, 2012; Muscarinic acetylcholine receptor M5 (Homo sapiens), P08912; inhibition, % at 3 µM; 360,000 compounds, 0.59% hits; CHO-hM5 cells, ACh EC80;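 active = inhibition above a per-plate cutoff, the mean of that plate's test compounds plus 3 SD, cut at about 27% in these data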;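 note: 0% = acetylcholine EC80 with DMSO and 100% = DMSO without agonist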
M1 antag = human M1 muscarinic receptor antagonists, primary screen, CHO-K1 cells, Fluo-8 calcium fluorescence, 1536-well; Muscarinic acetylcholine receptor M1 (Homo sapiens), P11229; CHO-K1 hM1, ACh EC80 antagonist; inhibition, % at 3 µM; 360,000 compounds, 1.3% hits;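 active = percent inhibition above its own plate's cutoff, namely the mean of that plate's compound wells plus 3 SD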;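 note: peak over basal fluorescence ratio during 140 s after agonist addition; 0% = ACh EC80 plus DMSO and 100% = DMSO alone without agonist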
The depositor's hits bear a star; . = no result given.

Molecule,CHRM4 antagonist,CRFBP-R2 agonist,M5 ag,M4 PAM,CHRM5 PAM,CHRM1 PAM,CHRM4 agonist,M5 antag,M1 antag
OC(c1ccc(F)cc1)c1nc(-c2cnc3ccccc3c2)cs1 (stereo not given),-6,.,1,-2,-5,-1,7,5,0
Cc1ccc(C)n1Cc1ccccc1Cl,1,1.2,-2,11,3,5,1,2,2
Cc1ccc(CN(C)CC(=O)Nc2ccccc2C(=O)NC2CC2)o1,9,0.3,1,-7,-11,2,1,3,-6
O=C(NCc1cccs1)c1noc2c1CCCC2,-5,-1.8,-6,6,-2,2,0,13,2
O=C(Cc1cccc2ccccc12)NNC(=O)Nc1ccc(Cl)cc1,16,-0.1,3,-9,-20,-11,12,25,21
CC1CCN(c2ccc(C(=O)NCc3ccco3)cc2[N+](=O)[O-])CC1,5,-1.1,-6,2,-11,-2,1,10,2
COC(=O)Cc1sc(-c2ccccn2)nc1-c1ccccc1,0,-1.6,-3,-3,-5,-6,2,0,-1
CN(c1ccccc1)S(=O)(=O)c1cccc(Cl)c1Cl,3,-3.7,-8,-1,-8,-8,-1,11,19
Cc1ccc(NC(=O)COC(=O)Cc2ccc(Br)cc2)cc1S(=O)(=O)N1CCOCC1,-6,4.7,3,-5,-7,-16,11,11,35*
CN(Cc1ccccc1)C(=O)C1CCN(S(=O)(=O)c2cccc3nonc23)CC1,12,0.7,5,-6,0,-1,3,8,-4
COc1ccc([C@H]2CC(=O)C=C(c3cc(Cl)cc(Cl)c3)C2)cc1,9,11,-3,-9,6,-4,-1,11,-7
S=C(NC1CCCCC1)N1CCc2ccccc2C1,5,-0.2,-6,-11,-4,2,-1,-6,-6
CCN(CC(=O)N1CCN(Cc2ccccc2)CC1)S(=O)(=O)c1ccc(F)cc1,5,1.8,-1,7,-4,-5,7,3,-15
CCN1C(=O)c2n[nH]c(C(=O)OC)c2C1=O,3,0.2,0,8,6,1,0,1,-20
NC(=O)c1cccc(-c2cnc3c(Nc4cccc(OC(F)(F)C(F)F)c4)nccn23)c1,-7,.,-1,2,-5,6,4,17,-4
CCSc1oc(-c2ccco2)nc1S(=O)(=O)c1ccc(C)cc1,1,0.2,-2,5,8,5,2,-3,-8
CC(C)CC(NC(=O)c1ccc(Cl)cc1Cl)C(=O)O (stereo not given),-2,-0.8,0,13,19*,5,3,-11,-5
CCCCCOC(=O)c1[nH]c2c(c1C)C(=O)CC(c1ccco1)C2 (stereo not given),-4,-2.6,-1,-6,-6,-6,3,1,2
Cc1cc(C)cc(N(C(=O)c2sc(C)nc2C)C(C(=O)NCc2ccco2)c2ccccc2)c1 (stereo not given),-15,0.0,-2,16,1,5,0,2,-6
Cc1ccc(O)c(N=Cc2sc3ccccc3c2Cl)c1,1,-0.7,-1,4,0,3,1,-1,-9
CC(C1CC1)N(Cc1ccccc1)C(=O)NC(=O)c1cccc(F)c1 (stereo not given),6,-1.2,0,-10,-16,-4,11,18,15
CCOc1ccc(CCNC(=O)COC(=O)c2ccc3c(c2)OCCO3)cc1OCC,5,0.7,2,9,1,13,2,3,-13
Cc1cc(C(=O)CN2C(=O)c3ccccc3S2(=O)=O)c(C)n1C(C)C,-13,0.4,2,7,0,13,3,5,-12
COC/C=C/C1=CC2=CC(=O)C(C)(OC(=O)c3cnc4ccccc4n3)C(=O)C2=CN1CC(C)C (stereo not given),2,0.5,1,5,-10,12,1,19,-12
Cc1cc(/C=N/NC(=O)c2ccc(O)cc2)c(C)n1C1CC1,1,-0.8,1,-4,1,1,0,0,-4
O=C(Nn1c(-c2ccccc2)nc2ccccc2c1=O)c1ccc([N+](=O)[O-])cc1,1,-4.1,-1,0,0,7,1,3,-4
O=C(CSCc1cc(=O)n2nc(C3CC3)sc2n1)Nc1ccc(F)cc1,3,1.4,-3,-4,-7,-2,0,11,2
Cc1ccc(S(=O)(=O)Nc2nc3c(s2)C(=O)CC(C)(C)C3)cc1,-8,4.5,1,4,1,7,0,-14,-2
O=C(/C=C/c1ccccc1)NC(NC(=S)Nc1cc(Cl)ccc1Cl)C(Cl)(Cl)Cl (stereo not given),15,0.2,2,-8,-16,-1,11,51*,0
O=C(c1cnccn1)N1CCN(c2ccccc2)CC1,11,-1.1,1,5,4,6,1,-9,-12
O=C(NCc1cccs1)c1ccc2c(c1)OCCO2,7,0.2,2,-5,-2,3,0,0,-7
CC(=O)NC(c1cccc(F)c1)c1nc(-c2cccc(F)c2)cs1 (stereo not given),-12,.,-1,5,-6,9,0,6,-7
Cc1ccc(C)c(N(C(=O)CNC(=O)c2ccco2)C(C(=O)NC2CCCCC2)c2cccnc2)c1 (stereo not given),11,-1.1,-4,-6,0,7,0,12,-6
O=C(CC(=O)N/N=C\c1ccccc1)NCCc1ccccc1,0,1.1,-4,3,7,-10,1,10,11
O=c1[nH]c(Nc2nc3ccccc3o2)nc2c1CCCC2,6,-6.1,-1,-3,-3,6,-1,4,-13
CCCC(C)NC(=O)c1nc(-c2ccccc2)n(-c2ccccc2)n1 (stereo not given),3,-1.0,1,4,4,12,-1,-10,-37
CCOC(=O)C1CCN(C(=O)CC2(CC(=O)O)CCCC2)CC1,-16,0.8,0,11,-4,8,2,5,-8
COC(=O)c1cccc(C(=O)Nc2ccc(C)cc2Br)n1,-3,-4.5,-3,-2,4,8,0,-5,-21
C[C@@H]1CN([C@H](C)CO)C(=O)CCCn2nncc2CO[C@H]1CN(C)S(=O)(=O)c1ccccc1,7,-0.6,0,-2,0,1,1,2,-5
Oc1cccc(C=Nc2cccc3ccccc23)c1O,3,0.6,-3,-9,-3,24,0,6,-24
CC(=O)Nc1ccc(C(=O)NNC(=O)c2cc([N+](=O)[O-])cc([N+](=O)[O-])c2)cc1,2,0.9,2,3,-6,-8,1,-1,9
CCC1NC(=S)N(C2CCCCC2)C1=O (stereo not given),-14,-1.7,-6,-1,3,10,1,6,-6
O[C@@H]1CN(Cc2ccc(-n3cccn3)cc2)CC[C@H]1N1CCN(c2ccccc2F)CC1,13,-1.7,-8,-9,-14,-10,11,19,24
CN(C)S(=O)(=O)c1ccc(NC(=O)c2cc(-c3cccs3)nc3ccccc23)cc1,34*,5.7,3,-38,-21,-16,22,23,42*
CCN(CC)CCCN(Cc1cc2cc3c(cc2[nH]c1=O)OCCO3)C(=O)Nc1ccc(F)cc1,7,-0.8,-2,0,-1,2,0,1,6
CC(=O)c1ccc(NC(=O)CNc2cc(S(=O)(=O)N3CCOCC3)ccc2N2CCCC2)cc1,8,-0.1,-5,-8,0,-2,1,5,-2
CCN(CC)C(=O)Cn1cc(C(=O)C(=O)Nc2ccc3c(c2)OCO3)c2ccccc21,-7,-2.0,0,2,0,-7,9,-5,5
CCCCOC(=O)CCn1c(=S)oc2ccccc21,10,0.3,-5,9,-5,7,-3,-1,-11
Cc1cccn2c(=O)c3cc(C(N)=S)c(=N)n(CCCOC(C)C)c3nc12,-10,3.4,-4,10,-5,7,0,-5,6
COc1cc([N+](=O)[O-])ccc1NC(=O)CN1CCN(C(=O)c2ccco2)CC1,-1,-1.2,3,5,-6,3,2,10,3
CCN(CCCNC(=O)CNC(=O)Cn1cnc2ccccc2c1=O)c1cccc(C)c1,-3,-1.5,-3,13,0,10,1,-11,-48
O=C(/C=C/c1ccc2c(c1)OCO2)Nc1nncs1,-4,0.1,-2,-1,-13,1,0,15,0
CC(C)n1cnnc1SCC(=O)Nc1cccc(S(=O)(=O)N(C)c2ccccc2)c1,0,-2.5,2,-15,-1,-3,3,-4,-23
COC(=O)c1cc(S(=O)(=O)N2CCN(Cc3ccccc3)CC2)c[nH]1,-5,2.0,1,-3,-2,0,11,-5,3
CC(=O)Nc1ccc2c(c1)nc1n2CCN(C2CCCCC2)C1,-3,0.8,4,6,6,11,1,-2,-15
O=C1C2CC=CCC2C(=O)N1Nc1ccccc1 (stereo not given),0,0.9,-6,5,-7,8,2,3,-6
COc1cc(/C=C/C(=O)OCC(=O)NC(=O)NC2CCCCC2C)ccc1OC(F)F (stereo not given),-19,7.2,-2,4,-3,1,-1,7,-1
Cc1cccc(C)c1NC(=O)c1cnn(-c2ccccc2)c1C,-12,0.2,0,0,3,20,1,1,-29
Cc1ccc(-c2nnn(CCOc3cccc(Br)c3)n2)cc1,1,17,-1,-1,-5,7,1,3,-5
COc1ccccc1NC(=O)COC(=O)c1cnccn1,18,-0.2,1,-5,1,4,0,3,1
